H69AR growth 86K = blocks growth of human H69AR lung tumor cells; AID 598; viability, % at 10 µM; 85,000 compounds, 6% hits; H69AR lung tumor viability, ATP luminescence, 72 h; stronger effect = lower value;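 active = viability at or below 40%; inactive = viability above 40%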;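 also: multidrug resistant small cell line overexpressing MRP-1 efflux transporter; 100% = mean luminescence of untreated control wells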
CD11b adhes inh = blocks human CD11b/CD18 adhesion to fibrinogen. P05107+P11215. K562 CD11b/CD18 adhesion to fibrinogen, ATPlite luminescence; Mn2+ added to activate the integrin. inhibition, % at 10 µM. 93,000 compounds, 0.54% hits. AID 1497;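 active = primary inhibition of 50% or more at 10 µM, then 40% or more on retest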; also: some results filed as inactive read as strong as hits
Target sequence (P05107 whole entry, looked up, other chains not shown): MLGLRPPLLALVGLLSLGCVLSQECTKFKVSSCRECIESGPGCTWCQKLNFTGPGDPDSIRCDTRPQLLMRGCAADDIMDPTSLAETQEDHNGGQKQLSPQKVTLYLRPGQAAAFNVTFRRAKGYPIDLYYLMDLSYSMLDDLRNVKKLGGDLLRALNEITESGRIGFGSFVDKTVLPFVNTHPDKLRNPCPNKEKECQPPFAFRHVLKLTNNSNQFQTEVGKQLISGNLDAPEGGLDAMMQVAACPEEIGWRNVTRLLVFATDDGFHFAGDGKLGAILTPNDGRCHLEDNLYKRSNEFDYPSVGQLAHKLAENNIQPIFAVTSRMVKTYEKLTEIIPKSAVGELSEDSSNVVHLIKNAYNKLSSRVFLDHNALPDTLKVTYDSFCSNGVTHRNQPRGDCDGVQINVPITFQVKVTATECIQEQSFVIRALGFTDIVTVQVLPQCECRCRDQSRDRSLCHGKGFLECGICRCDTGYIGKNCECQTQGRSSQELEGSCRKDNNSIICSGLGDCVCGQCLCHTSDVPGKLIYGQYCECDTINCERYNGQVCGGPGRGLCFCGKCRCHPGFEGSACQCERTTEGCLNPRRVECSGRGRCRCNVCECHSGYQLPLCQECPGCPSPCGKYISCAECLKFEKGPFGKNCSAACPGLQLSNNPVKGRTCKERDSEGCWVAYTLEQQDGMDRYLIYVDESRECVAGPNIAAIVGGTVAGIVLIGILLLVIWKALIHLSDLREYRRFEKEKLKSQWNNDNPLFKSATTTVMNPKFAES
ERa SRC1 pot = enhances coactivator binding to human estrogen receptor alpha; 86,000 compounds, 1.3% hits; TR-FRET ERalpha-LBD/SRC-Cy5 coactivator binding, 2 h; 100 = basal binding, no effect; AID 639; coactivator binding (% of control), % at 25.6 µM; in the data active = activity above about 200%;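 also: binding measured in presence of low estradiol as agonist stimulus; 0% = peptide alone without receptor and 100% = receptor with peptide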
ERa SRC1 inh = blocks coactivator binding to human estrogen receptor alpha | P03372 | TR-FRET ER-alpha LBD / SRC-1 peptide, estradiol-bound | inhibition, % at 25.6 µM | 86,000 compounds, 1.7% hits; in the data active = inhibition above about 50%;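 also: 0% = receptor plus peptide control and 100% = peptide only without receptor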
Fibroblast inh = blocks proliferation of human lung fibroblasts | LL 47 human lung fibroblast viability, ATP luminescence; stronger effect = lower value | viability, % at 10 µM | 85,000 compounds, 1.1% hits | AID 719;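 active = viability at or below 50% in the single dose screen; inactive = viability above 50%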;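 also: compound exposure lasted 72 h before the ATP readout; 100% = median luminescence of untreated cell-only wells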
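Test system: LL 47 human lung fibroblasts; Quantity: 1,150 cells/well; Buffer or medium: IMEM plus 15% FBS; Dosing: tenfold compound dosing solution, DMSO at 0.1%; Timing: overnight cell rest, 72 h compound treatment at 37 °C; Detection: ATP-based CellTiter-Glo luminescent readout; Read-out basis: viability percentage against median untreated-cell control; Controls: cell-only wells, no compound.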
CD11b adhes enh = CD11b/CD18-fibrinogen binding enhancement | P05107+P11215 | K562 CD11b/CD18 adhesion to fibrinogen, ATPlite luminescence | activation, % at 10 µM | AID 1499 | 93,000 compounds, 0.07% hits;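 active = 10 µM primary screen giving 50% or more activity, confirmed by 40% or more on retest at that dose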; also: strong numbers were not always called active
HUVEC inhibit = inhibitors of human endothelial cell proliferation; HUVEC proliferation, CellTiter-Glo luminescence, 72 h; stronger effect = lower value; viability, % at 10 µM (by protocol); 86,000 compounds, 1.1% hits;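 active = viability at or below 30%; inactive = viability above 30%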;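 also: 100% = median luminescence of DMSO-only cell control wells on each plate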
CYP2C19 inh = inhibitors of human CYP2C19. P33261. CYP2C19 Supersomes, luciferin-H EGE luminescence, 30 min. inhibition, % at 5 µM. 96,000 compounds, 21% hits;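 active = CYP2C19 inhibition above a set limit at 5 µM in the primary screen, cut at about 50% in these data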;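 also: plate controls were negative control wells for no effect and 2.5 mM tranylcypromine positive control for full effect; values of inactives mirror those of a sister screen read the other way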
CYP2C19 act = cytochrome P450 2C19 (human) activation; AID 1025; 96,000 tested, under 10 active; P33261; activation factor at 5 µM; recombinant CYP2C19, luciferin-H EGE luminescence; stronger effect = higher value; 0 = fully inhibited enzyme, 1 = untreated enzyme;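 active = activation factor of at least 2 at 5 µM in the primary screen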;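 also: 0 = wells with 2.5 mM tranylcypromine and 1 = vehicle-only wells; values of inactives mirror those of a sister screen read the other way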
* marks the source's active call; other numbers are inactive results; . = no result given; [ ] = another dose, or the depositor's remark.

Every second line gives: H69AR growth 86K, CD11b adhes inh, ERa SRC1 pot, ERa SRC1 inh, Fibroblast inh, CD11b adhes enh, HUVEC inhibit, CYP2C19 inh, CYP2C19 act
1: COc1ccc(N2C(=O)CSC23C(=O)Nc2ccccc23)cc1 (stereo not drawn)
 : 97, ., 103, -16, 93, ., 79, ., .
2: Cc1ccccc1CSc1n[nH]c(NS(=O)(=O)c2ccccc2)n1
 : ., 4, ., ., ., 2, ., 36, 0.6
3: CCCCNC(=O)CC1N=C2c3ccccc3N=C(SCC(=O)Nc3ccc(OC)cc3)N2C1=O (stereo not drawn)
 : 92, -6, 123, 1, 102, 11, 86, 18, 0.8
4: CCNS(=O)(=O)c1ccc(NC(=O)Cn2nc(C(F)(F)F)cc2C)cc1
 : 94, -8, 129, -4, 98, -5, 100, -17, 1.2
5: CCOC(=O)/C(C#N)=C/NC(=O)NC(C)(C)C
 : 102, 2, 114, 11, 92, 2, 90, 34, 0.7
6: COCCn1c(SCc2c(F)cccc2Cl)nc2c1c(=O)[nH]c(=O)n2C
 : 71, 0, 115, 3, 93, 0, 98, 46, 0.5
7: Cc1ccc(C)n1-c1ccc(N2CCOCC2)c(Br)c1
 : 92, -14, 82, -7, 88, 6, 78, 14, 0.9
8: O=c1c2cc(N3CCOCC3)ccc2[nH]c(=S)n1Cc1cccc(Cl)c1
 : 52, ., 127, 3, 94, ., 73, -5, 1.1
9: COC(=O)c1ccc(NC(=O)CSc2nnc(-c3ccncc3)n2C)cc1
 : 86, 18, 117, -14, 105, -5, 96, 55*, 0.5
10: CN1CCN(S(=O)(=O)c2ccc(NC(=O)c3cccs3)cc2)CC1
 : 88, -3, 136[fluorescence artefact?], 0, 94, -6, 105, -14, 1.1
11: CCN(CC)CC#CCC(O)(c1ccccc1)C1CCCC1 (stereo not drawn)
 : 99, ., 110, 0, 94, ., 86, ., .
12: COc1ccccc1N1CCN(C(=O)CN(CCc2ccccc2)S(C)(=O)=O)CC1
 : 87, -7, 100[fluorescence artefact?], -3, 101, 4, 108, 21, 0.8
13: CC(C)OCC(O)CN (stereo not drawn)
 : 99, -12, 116[fluorescence artefact?], -5[fluorescence artefact?], 99, -2, 108, -7, 1.1
14: Oc1ccc(Nc2nc(N3CCCC3)c3ccccc3n2)cc1
 : 0.7*, 30, 36, 43, 2.5*, 2, 47, 17, 0.8
15: CCOC(=O)c1cnn(CCOC(=O)Cc2cccs2)c1NC(=O)Cc1cccs1
 : 101, -7, 93, 14, 106, 0, 102, 88*, 0.1
16: COn1c2c(c3c4no[n+]([O-])c4ccc31)CCCC2
 : 89, 3, 108[fluorescence artefact?], 10, 95, 30, 83, 22, 0.8
17: COc1ccc(C(=O)O/N=C/c2c(C(F)(F)F)nn(C)c2SCc2ccccc2Cl)cc1
 : ., 15, ., ., ., -4, ., 17, 0.8
18: O=C(CCS(=O)(=O)c1ccc(Cl)cc1)Oc1ccc2c(c1)OCO2
 : 75, -13, 120, -2, 93, 1, 94, 24, 0.8
19: COc1ccc(-c2cc(C(F)(F)F)c(C#N)c(SCC(=O)Nc3nc(C)co3)n2)cc1
 : ., -12, ., ., ., -2, ., 8, 0.9
20: Cc1cc(C)n(-c2ccc(Cl)c(C(=O)OCC(=O)N3CCCCC3C)n2)n1 (stereo not drawn)
 : 84, 0, 79, 38[fluorescence artefact?], 98, -2, 105, 35, 0.7
21: Cc1ccc(-n2ncc3c(N4CCCC(C)C4)ncnc32)c(C)c1 (stereo not drawn)
 : 46, ., 106[fluorescence artefact?], -2, 93, ., 89, ., .
22: CS(=O)(=O)NCCCNc1ccc(Cl)cc1[N+](=O)[O-]
 : 99, 6, 102, -17, 110, -7, 94, 66*, 0.3
23: CCc1nnc(NC(=O)CSc2nnc(-c3ccc(OC)cc3)n2C)s1
 : 101, -2, 91, 8, 98, 3, 93, -14, 1.1
24: COc1ccc(NC2CC(=O)N(C(C)C)C2=O)cc1 (stereo not drawn)
 : 96, -4, 100, -8, 102, 2, 95, 24, 0.8
25: CC1Oc2ccccc2N(CC(=O)N2CCCc3ccccc32)C1=O (stereo not drawn)
 : 93, -13, 113, -13, 101, -2, 97, 44, 0.6
26: CCCNC(=O)c1cccc(COCC(F)(F)C(F)F)c1
 : 98, -4, 119[fluorescence artefact?], -20, 101, 3, 96, 48, 0.5
27: O=C(NCCc1ccccc1F)C1CCCN1S(=O)(=O)c1ccccc1 (stereo not drawn)
 : 91, -13, 104, -27, 98, 0, 91, 79*, 0.2
28: CC1(C)CC(=O)C2=C(C1)N(CC1CCCO1)C(=O)NC2(C(F)(F)F)C(F)(F)F (stereo not drawn)
 : 91, -16, 124, -7, 97, -5, 99, -3, 1
29: CCC(C)NC(=O)c1ccc(NC(=O)C2CCCO2)cc1 (stereo not drawn)
 : 101, 4, 104, 2[fluorescence artefact?], 107, -1, 108, 4, 1
30: CNC(=O)CSc1nnc(COc2ccc(Cl)cc2)n1CCOC
 : 106, -9, 98, -3[fluorescence artefact?], 102, -2, 109, 8, 0.9

Some of the entries so far, in markdown.
| nr | structure | H69AR growth 86K | CD11b adhes inh | ERa SRC1 pot | ERa SRC1 inh | Fibroblast inh | CD11b adhes enh | HUVEC inhibit | CYP2C19 inh | CYP2C19 act |
| --- | --- | --- | --- | --- | --- | --- | --- | --- | --- | --- |
| 3 | CCCCNC(=O)CC1N=C2c3ccccc3N=C(SCC(=O)Nc3ccc(OC)cc3)N2C1=O (stereo not drawn) | 92 | -6 | 123 | 1 | 102 | 11 | 86 | 18 | 0.8 |
| 4 | CCNS(=O)(=O)c1ccc(NC(=O)Cn2nc(C(F)(F)F)cc2C)cc1 | 94 | -8 | 129 | -4 | 98 | -5 | 100 | -17 | 1.2 |
| 5 | CCOC(=O)/C(C#N)=C/NC(=O)NC(C)(C)C | 102 | 2 | 114 | 11 | 92 | 2 | 90 | 34 | 0.7 |
| 6 | COCCn1c(SCc2c(F)cccc2Cl)nc2c1c(=O)[nH]c(=O)n2C | 71 | 0 | 115 | 3 | 93 | 0 | 98 | 46 | 0.5 |
| 7 | Cc1ccc(C)n1-c1ccc(N2CCOCC2)c(Br)c1 | 92 | -14 | 82 | -7 | 88 | 6 | 78 | 14 | 0.9 |
| 8 | O=c1c2cc(N3CCOCC3)ccc2[nH]c(=S)n1Cc1cccc(Cl)c1 | 52 | . | 127 | 3 | 94 | . | 73 | -5 | 1.1 |
| 9 | COC(=O)c1ccc(NC(=O)CSc2nnc(-c3ccncc3)n2C)cc1 | 86 | 18 | 117 | -14 | 105 | -5 | 96 | 55* | 0.5 |
| 10 | CN1CCN(S(=O)(=O)c2ccc(NC(=O)c3cccs3)cc2)CC1 | 88 | -3 | 136[fluorescence artefact?] | 0 | 94 | -6 | 105 | -14 | 1.1 |
| 11 | CCN(CC)CC#CCC(O)(c1ccccc1)C1CCCC1 (stereo not drawn) | 99 | . | 110 | 0 | 94 | . | 86 | . | . |
| 12 | COc1ccccc1N1CCN(C(=O)CN(CCc2ccccc2)S(C)(=O)=O)CC1 | 87 | -7 | 100[fluorescence artefact?] | -3 | 101 | 4 | 108 | 21 | 0.8 |
| 13 | CC(C)OCC(O)CN (stereo not drawn) | 99 | -12 | 116[fluorescence artefact?] | -5[fluorescence artefact?] | 99 | -2 | 108 | -7 | 1.1 |
| 14 | Oc1ccc(Nc2nc(N3CCCC3)c3ccccc3n2)cc1 | 0.7* | 30 | 36 | 43 | 2.5* | 2 | 47 | 17 | 0.8 |
| 15 | CCOC(=O)c1cnn(CCOC(=O)Cc2cccs2)c1NC(=O)Cc1cccs1 | 101 | -7 | 93 | 14 | 106 | 0 | 102 | 88* | 0.1 |

The results go on.
Every second line gives: H69AR growth 86K, CD11b adhes inh, ERa SRC1 pot, ERa SRC1 inh, Fibroblast inh, CD11b adhes enh, HUVEC inhibit, CYP2C19 inh, CYP2C19 act
31: COc1ccccc1-c1nnc(SCc2ccccn2)n1C
 : 97, ., 92, -3, 106, ., 85, 34, 0.7
32: CCOC(=O)c1c(C)[nH]c2cc(Br)c(O)cc12
 : 89, 17, 110, -1, 90, -3, 93, 68*, 0.3
33: Cc1cccn2c(=O)c3cc(C(=O)Nc4ccc(N(C)C)cc4)n(C)c3nc12
 : 82, ., 22[fluorescence artefact?], 96*[fluorescence artefact?], 108, ., 83, ., .
34: Oc1ccccc1C1=NCCNC(C(F)(F)C(F)F)=C1
 : 82, -6, 94, -4, 109, -1, 100, -5, 1
35: CCCCCCCCCn1c2c(c(=N)c3c1CCC3)CCC2
 : 8.6*, ., 63, 27, 28*, ., 3.9*, ., .
36: Cc1ccc(S(=O)(=O)N2Cc3ccccc3CC2C(=O)Nc2ccc3c(c2)OCO3)cc1 (stereo not drawn)
 : ., 2, ., ., ., 21, ., 98*, 0
37: c1ccc(COc2cccc(CN3CCN(c4ccccn4)CC3)c2)cc1
 : 98, 38, 118, -7, 92, -7, 97, 44, 0.6
38: Cc1ccc(-n2c(Cc3cccn3C)nnc2SCC(=O)Nc2ccc3c(c2)OCO3)cc1
 : ., 27, ., ., ., -1, ., 46, 0.5
39: CCOC(=O)c1c(N)nn(C(=O)C(C)C)c1-c1ccccc1
 : 79, 1, 113, 5, 94, -6, 88, 69*, 0.3
40: CC(C)C(=O)N1CCN(c2ccc(NC(=O)c3ccc(Br)o3)cc2)CC1
 : 83, 3, 112, 2, 102, -3, 103, 2, 1
41: Cc1nnsc1NC(=O)OCc1ccccc1Cl
 : ., 8, ., ., ., 7, ., 76*, 0.2
42: CCOc1ccc2[nH]c(=O)c(CN(Cc3ccco3)C(=O)c3cccc(F)c3)cc2c1
 : 78, 34, 107, -11, 89, 3, 86, 34, 0.7
43: Cc1ccc(C(=O)CN(C(=O)c2ccc(Cl)c(Cl)c2)N2C(=O)C3C4C=CC(C4)C3C2=O)cc1 (stereo not drawn)
 : ., -38, ., ., ., 6, ., 79*, 0.2
44: Cc1ccc(C(=O)CSc2ncnc3sc4c(c23)CCC(C)C4)cc1 (stereo not drawn)
 : 76, ., 148[fluorescence artefact?], -2, 94, ., 86, ., .
45: O=C(CN1CCN(Cc2ccc(Cl)cc2)C1=O)NCCCN1CCN(c2ccc(F)cc2)CC1
 : 121, 57*, 277*[fluorescence artefact?], -5, 97, -4, 96, -6, 1.1
46: CCOc1cc(CNCCN(C)C)c(Cl)cc1OCC(=O)NCCc1ccccc1
 : ., -1, ., ., ., -4, ., -1, 1
47: Cc1ccc(-n2c(=O)[nH]cc(C(=O)Nc3ccc4c(c3)OCCO4)c2=O)cc1C
 : 85, -30, 96, -17, 101, 0, 105, -5, 1.1
48: Cc1cc(C)n(-c2nc3c(c(=O)n(Cc4ccc(Cl)c(Cl)c4)c(=O)n3C)n2C)n1
 : 38*, ., 109[fluorescence artefact?], 60*[fluorescence artefact?], 91, ., 69, ., .
